CIT2 TOR yeast: modulators of CIT2-GFP expression in yeast, primary screen, S. cerevisiae, GFP fusion, multiplex flow cytometry, MLPCN library; S. cerevisiae CIT2-GFP strain, 3 h; 100 means same as DMSO wells; GFP response vs DMSO, % at 10 µM; 320,000 tested, 0.065% active; AID 2029, 2009;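 active means GFP response relative to DMSO above a set limit, near the screen mean plus 3 SD, cut at about 150% in these data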;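 further: ratio of well median GFP fluorescence to mean of DMSO wells on the plate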
GRK2 inh: compounds blocking aptamer binding on GRK2 – biochemical, human GRK2, bead flow cytometry, HTS, primary screen | FAM-aptamer displacement from GRK2 | AID 488847, 2010 | inhibition of aptamer binding, % at 10 µM | 330,000 tested, 0.59% active;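 active means inhibition of aptamer binding above 40%, roughly 3 SD of noise, on plates passing a quality check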;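 further: median bead fluorescence of bound FAM aptamer so fluorescent compounds give negative values; no value below 0 was filed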
Target sequence (P25098 whole entry, looked up): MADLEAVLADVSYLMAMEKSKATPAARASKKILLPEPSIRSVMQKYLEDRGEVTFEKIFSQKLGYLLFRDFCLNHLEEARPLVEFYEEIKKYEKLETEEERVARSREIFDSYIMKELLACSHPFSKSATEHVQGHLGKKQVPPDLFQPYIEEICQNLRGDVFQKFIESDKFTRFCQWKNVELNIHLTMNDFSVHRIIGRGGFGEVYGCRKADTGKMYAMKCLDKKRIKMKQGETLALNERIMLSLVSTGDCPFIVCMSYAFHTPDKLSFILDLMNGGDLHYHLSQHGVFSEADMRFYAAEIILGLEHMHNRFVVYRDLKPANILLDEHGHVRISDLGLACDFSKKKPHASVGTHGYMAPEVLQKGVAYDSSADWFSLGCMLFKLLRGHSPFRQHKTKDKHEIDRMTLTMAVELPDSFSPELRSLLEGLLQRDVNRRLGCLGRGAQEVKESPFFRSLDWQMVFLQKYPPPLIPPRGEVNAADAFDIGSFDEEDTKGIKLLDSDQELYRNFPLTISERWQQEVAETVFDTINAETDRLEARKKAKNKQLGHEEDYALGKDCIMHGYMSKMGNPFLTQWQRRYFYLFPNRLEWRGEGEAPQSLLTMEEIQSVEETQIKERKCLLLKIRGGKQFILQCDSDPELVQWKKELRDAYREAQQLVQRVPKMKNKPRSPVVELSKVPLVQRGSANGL
MEP2 TOR yeast: modulators of MEP2-GFP levels in yeast, primary screen, S. cerevisiae, multiplex flow cytometry, MLPCN library; S. cerevisiae MEP2-GFP strain, 3 h; 100% = DMSO control level; 330,000 tested, 0.51% active; GFP response vs DMSO, % at 10 µM;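 active means GFP response versus DMSO above a set limit, roughly screen mean plus 3 SD, cut at about 180% in these data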;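 further: median GFP fluorescence of the barcode-gated MEP2-GFP cells per well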
RPL19A TOR yeast: RPL19A-GFP expression modulators in yeast, primary screen, cell-based, S. cerevisiae, multiplex flow cytometry, MLPCN | percent response vs DMSO, % at 10 µM | S. cerevisiae RPL19A-GFP strain, 3 h; active compounds read low | 330,000 tested, 0.3% active;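 active means percent response vs DMSO below 50%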;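 further: median channel GFP fluorescence of the barcoded RPL19A-GFP strain; ratio of sample median GFP to plate DMSO average so 100% = DMSO; lower means less RPL19A-GFP as with rapamycin TOR inhibition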
AGP1-GFP MLPCN: modulators of AGP1-GFP expression in yeast TOR pathway, primary screen, cell-based, multiplex flow cytometry, S. cerevisiae, MLPCN library | 3 h; GFP as percent of DMSO wells | GFP response vs DMSO, % at 10 µM | 320,000 tested, 0.02% active | AID 2066, 2009;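 active means GFP response relative to DMSO above a set limit, near screen average plus 3 SD, cut at about 150% in these data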;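 further: median GFP channel fluorescence of the gated AGP1 strain per well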
GASC-1 inh: inhibitors of GASC-1 histone demethylase, primary screen, biochemical, fluorescence, DELFIA europium; GST-JMJD2C(1-420) H3K9me3 demethylation; inhibition, % at 2.35 µM; 330,000 tested, 0.069% active;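 active means more than half of a compound's replicate wells show inhibition beyond 50%, single wells judged on their own value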;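 further: signal counts dimethyl H3K9 product captured on neutravidin plate; 0% = median of DMSO wells and 100% = 0.3 times that DMSO median; strong numbers were not always called active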
Target sequence (Q9H3R0 1-420 limits assumed): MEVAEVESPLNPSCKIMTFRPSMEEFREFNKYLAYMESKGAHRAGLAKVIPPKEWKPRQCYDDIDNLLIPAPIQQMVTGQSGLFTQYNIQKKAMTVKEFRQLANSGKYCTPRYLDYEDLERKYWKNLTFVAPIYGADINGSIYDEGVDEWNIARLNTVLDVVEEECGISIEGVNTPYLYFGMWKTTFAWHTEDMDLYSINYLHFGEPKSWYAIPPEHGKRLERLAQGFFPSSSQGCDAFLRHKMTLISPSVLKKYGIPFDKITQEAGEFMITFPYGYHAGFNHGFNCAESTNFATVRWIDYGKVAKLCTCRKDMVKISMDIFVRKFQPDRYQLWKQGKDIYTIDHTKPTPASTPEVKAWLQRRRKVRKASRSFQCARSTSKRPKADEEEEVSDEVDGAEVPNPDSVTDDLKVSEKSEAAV
LAP4 TOR yeast: modulators of LAP4-GFP expression in yeast, primary screen, S. cerevisiae, multiplex flow cytometry, MLPCN library | AID 2023, 2009 | 3 h; median GFP as percent of DMSO wells | 320,000 tested, 0.34% active | GFP response vs DMSO, % at 10 µM;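 active means GFP response vs DMSO above a set limit, about the screen mean plus 3 SD, cut at about 150% in these data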
VLA-4 inh: inhibition in human VLA-4 binding assay, primary screen, VLA-4 allosteric modulator project, MLPCN library, flow cytometry, VLA-4 expressing cells. Integrin alpha-4 (Homo sapiens), P13612. ligand binding flow cytometry. inhibition, % (about 7 µM as worked out from the volumes in the protocol). 330,000 tested, 0.2% active. AID 2557, 2010; in the data active means inhibition above about 50%
Numbers without * were called inactive.

`CSCCC(NS(=O)(=O)c1ccccc1F)C(=O)NCC(C)(C)N1CCOCC1` (stereo not drawn) gave CIT2 TOR yeast 104.8, GRK2 inh 0.0, MEP2 TOR yeast 115.2, RPL19A TOR yeast 97.5, AGP1-GFP MLPCN 93.8, GASC-1 inh 3.2, LAP4 TOR yeast 100.0 and VLA-4 inh -1.5.
For COc1ccc(C)cc1S(=O)(=O)N(C)CC(=O)Nc1ccccc1 the results were CIT2 TOR yeast 98.1, GRK2 inh 3.0, MEP2 TOR yeast 101.1, RPL19A TOR yeast 97.9, AGP1-GFP MLPCN 97.2, GASC-1 inh 3.2, LAP4 TOR yeast 98.5 and VLA-4 inh -16.2.
O=C(c1cccc(S(=O)(=O)N2CCc3ccccc32)c1)N1CCOCC1 was read as CIT2 TOR yeast 104.3, GRK2 inh 6.0, MEP2 TOR yeast 91.4, RPL19A TOR yeast 97.4, AGP1-GFP MLPCN 100.4, GASC-1 inh -0.8, LAP4 TOR yeast 91.7 and VLA-4 inh -10.8.
For CC(C)C(NC(=O)c1ccco1)C(=O)NCC(c1ccco1)N1CCCCC1 (stereo not drawn) the results were CIT2 TOR yeast 102.7, GRK2 inh 0.0, MEP2 TOR yeast 108.7, RPL19A TOR yeast 101.3, AGP1-GFP MLPCN 108.3, GASC-1 inh 9.9, LAP4 TOR yeast 104.1 and VLA-4 inh -61.1.
`CCc1ccccc1NC(=S)N1CCC(C(=O)c2ccc(F)cc2)CC1` gave CIT2 TOR yeast 67.5, GRK2 inh 2.0, MEP2 TOR yeast 91.7, RPL19A TOR yeast 107.9, AGP1-GFP MLPCN 76.0, GASC-1 inh 6.3, LAP4 TOR yeast 91.3 and VLA-4 inh -6.7.
Screening CSc1nc(-c2ccccc2)c(C#N)c(=O)n1C returned CIT2 TOR yeast 97.7, GRK2 inh 0.0, MEP2 TOR yeast 102.9, RPL19A TOR yeast 95.8, AGP1-GFP MLPCN 90.4, GASC-1 inh -16.5, LAP4 TOR yeast 98.3 and VLA-4 inh 23.2.
Screening COc1cccc2c(=O)n(CC(=O)N3CCC(C)CC3)ccc12 returned CIT2 TOR yeast 108.8, GRK2 inh 0.0, MEP2 TOR yeast 102.0, RPL19A TOR yeast 107.0, AGP1-GFP MLPCN 104.0, GASC-1 inh 12.1, LAP4 TOR yeast 100.9 and VLA-4 inh 17.8.
CCN(CC)C(=O)C(C(=O)c1cccc([N+](=O)[O-])c1)n1cc(Cl)ccc1=O (stereo not drawn) was read as CIT2 TOR yeast 97.0, GRK2 inh 2.0, MEP2 TOR yeast 94.6, RPL19A TOR yeast 97.0, AGP1-GFP MLPCN 101.6, GASC-1 inh 9.4, LAP4 TOR yeast 104.8 and VLA-4 inh -10.0.
CCOC(=O)c1ccc(-c2ccc3[nH]c4ccccc4c(=O)c3c2)cc1F was read as CIT2 TOR yeast 90.3, GRK2 inh 0.0, MEP2 TOR yeast 90.5, RPL19A TOR yeast 98.7, AGP1-GFP MLPCN 84.3, LAP4 TOR yeast 122.3 and VLA-4 inh 26.7.
Screening COc1ccccc1CNC(=O)c1oc2ccccc2c1C returned CIT2 TOR yeast 98.1, GRK2 inh 4.0, MEP2 TOR yeast 101.8, RPL19A TOR yeast 105.3, AGP1-GFP MLPCN 104.7, GASC-1 inh 2.7, LAP4 TOR yeast 110.5 and VLA-4 inh 1.5.
CCNc1ccc(S(=O)(=O)N(C)C)cc1NCC(=O)Nc1ccc(Br)cc1F was read as CIT2 TOR yeast 97.2, GRK2 inh 0.0, MEP2 TOR yeast 106.6, RPL19A TOR yeast 103.3, AGP1-GFP MLPCN 102.5, GASC-1 inh 6.7, LAP4 TOR yeast 97.5 and VLA-4 inh -1.6.
For O=C(Cc1ccccc1)NCCS(=O)c1ccc(Cl)cc1 (stereo not drawn) the results were CIT2 TOR yeast 103.4, GRK2 inh 3.0, MEP2 TOR yeast 105.2, RPL19A TOR yeast 98.2, AGP1-GFP MLPCN 104.3, GASC-1 inh 1.7, LAP4 TOR yeast 97.7 and VLA-4 inh 8.5.
Screening O=C1OC(COc2ccc(Br)cc2)CN1c1ccccc1 (stereo not drawn) returned CIT2 TOR yeast 99.8, GRK2 inh 0.0, MEP2 TOR yeast 96.3, RPL19A TOR yeast 97.0, AGP1-GFP MLPCN 106.2, GASC-1 inh -3.2, LAP4 TOR yeast 115.4 and VLA-4 inh -0.9.
`O=c1c2c(-c3ccccc3)csc2nc2n1CCC2` gave CIT2 TOR yeast 111.0, GRK2 inh 4.0, MEP2 TOR yeast 142.1, RPL19A TOR yeast 95.6, AGP1-GFP MLPCN 53.0, GASC-1 inh 6.6, LAP4 TOR yeast 114.3 and VLA-4 inh 12.3.
Screening CCN1CCN(CCCNC(=O)CS(=O)(=O)Cc2nc(-c3cccc(OC)c3)oc2C)CC1 returned CIT2 TOR yeast 106.3, GRK2 inh 0.0, MEP2 TOR yeast 100.0, RPL19A TOR yeast 97.0, AGP1-GFP MLPCN 104.1, GASC-1 inh 1.8, LAP4 TOR yeast 91.8 and VLA-4 inh -1.4.
`COc1ccc(C(=O)NNC(=O)COC(=O)c2sccc2C)cc1` gave CIT2 TOR yeast 113.4, GRK2 inh 1.0, MEP2 TOR yeast 108.2, RPL19A TOR yeast 112.2, AGP1-GFP MLPCN 118.0, LAP4 TOR yeast 112.0 and VLA-4 inh 3.4.
`O=C(NCCc1ccco1)C(=O)NCC1OCCCN1S(=O)(=O)c1ccc(F)cc1` (stereo not drawn) gave CIT2 TOR yeast 88.1, GRK2 inh 2.0, MEP2 TOR yeast 79.1, RPL19A TOR yeast 97.8, AGP1-GFP MLPCN 91.9, GASC-1 inh -8.3, LAP4 TOR yeast 83.2 and VLA-4 inh -10.2.
For Nc1cc(C(=O)O)ccc1Nc1ccc(F)c(F)c1 the results were CIT2 TOR yeast 94.8, GRK2 inh 0.0, MEP2 TOR yeast 104.9, RPL19A TOR yeast 98.5, AGP1-GFP MLPCN 103.9, GASC-1 inh 5.0, LAP4 TOR yeast 98.3 and VLA-4 inh -6.7.
`Nc1ccc(-c2nc3ccc([N+](=O)[O-])cc3[nH]2)cc1` gave CIT2 TOR yeast 94.8, GRK2 inh 0.0, MEP2 TOR yeast 101.0, RPL19A TOR yeast 103.7, AGP1-GFP MLPCN 97.7, GASC-1 inh -2.5, LAP4 TOR yeast 95.5 and VLA-4 inh -11.4.
`COc1ccc(/C=C/C(=O)N(CC(C)C)C2CCS(=O)(=O)C2)cc1` (stereo not drawn) gave CIT2 TOR yeast 103.8, GRK2 inh 0.0, MEP2 TOR yeast 109.3, RPL19A TOR yeast 106.8, AGP1-GFP MLPCN 99.8, GASC-1 inh -12.2, LAP4 TOR yeast 102.0 and VLA-4 inh 16.1.
For COc1ccc(C2C(C(=O)NCCN3CCOCC3)c3ccccc3C(=O)N2C)cc1OC (stereo not drawn) the results were CIT2 TOR yeast 96.1, GRK2 inh 0.0, MEP2 TOR yeast 98.0, RPL19A TOR yeast 97.3, AGP1-GFP MLPCN 95.7, GASC-1 inh 5.2, LAP4 TOR yeast 101.9 and VLA-4 inh 4.3.
Screening Cc1noc(C)c1C(=O)N1CCC(C(=O)c2ccc(F)cc2F)CC1 returned CIT2 TOR yeast 101.1, GRK2 inh 0.0, MEP2 TOR yeast 101.4, RPL19A TOR yeast 100.0, AGP1-GFP MLPCN 105.3, GASC-1 inh 20.0, LAP4 TOR yeast 105.7 and VLA-4 inh 17.5.
CCCCn1nc(C(=O)Nc2c(C)n(C)n(-c3ccccc3)c2=O)c2ccccc2c1=O was read as CIT2 TOR yeast 91.7, GRK2 inh 0.0, MEP2 TOR yeast 98.9, RPL19A TOR yeast 97.2, AGP1-GFP MLPCN 94.8, LAP4 TOR yeast 93.5 and VLA-4 inh -11.3.
Screening CC(=O)NC1CC2CCCC(C1)N2CC(=O)Nc1ccccc1 (stereo not drawn) returned CIT2 TOR yeast 98.7, GRK2 inh 1.0, MEP2 TOR yeast 97.8, RPL19A TOR yeast 97.9, AGP1-GFP MLPCN 99.0, GASC-1 inh -9.4, LAP4 TOR yeast 97.5 and VLA-4 inh 6.6.
For CCOC(=O)c1sc(NC(=O)CSc2nnnn2-c2ccc(C)cc2C)nc1C the results were CIT2 TOR yeast 98.1, GRK2 inh 0.0, MEP2 TOR yeast 94.1, RPL19A TOR yeast 98.8, AGP1-GFP MLPCN 100.2, GASC-1 inh -2.5, LAP4 TOR yeast 91.7 and VLA-4 inh -7.0.
Cc1ccc(-c2nnc(Nc3ccc(CC(N)=O)cc3)c3ccccc23)cc1S(=O)(=O)NCCO was read as CIT2 TOR yeast 101.4, GRK2 inh 6.0, MEP2 TOR yeast 92.2, RPL19A TOR yeast 95.5, AGP1-GFP MLPCN 117.3, GASC-1 inh 5.6, LAP4 TOR yeast 84.5 and VLA-4 inh 7.7.
C/C=C/c1ccc(OCC(=O)Nc2ccc(C(N)=O)cc2)c(OC)c1 was read as CIT2 TOR yeast 79.9, GRK2 inh 0.0, MEP2 TOR yeast 101.1, RPL19A TOR yeast 92.4, AGP1-GFP MLPCN 93.3, GASC-1 inh -5.4, LAP4 TOR yeast 110.5 and VLA-4 inh 1.4.
Screening Cc1ccc(-c2nnc(Cc3ccc([N+](=O)[O-])cc3)o2)cc1 returned CIT2 TOR yeast 88.6, GRK2 inh 0.0, MEP2 TOR yeast 107.1, RPL19A TOR yeast 102.4, AGP1-GFP MLPCN 109.5, GASC-1 inh -3.7, LAP4 TOR yeast 107.1 and VLA-4 inh -17.5.
Screening COc1cccc(-n2c(CN3CCN(c4ccc(C)cc4)C(C)C3)nc3ccc([N+](=O)[O-])cc3c2=O)c1 (stereo not drawn) returned CIT2 TOR yeast 105.4, GRK2 inh 1.0, MEP2 TOR yeast 106.6, RPL19A TOR yeast 103.2, AGP1-GFP MLPCN 102.0, GASC-1 inh -1.3, LAP4 TOR yeast 93.4 and VLA-4 inh 7.8.
For Cc1ccc(-n2ncc3c2CC(C)(C)CC3NC(=O)CCc2ccncc2)cc1 (stereo not drawn) the results were CIT2 TOR yeast 90.0, GRK2 inh 0.0, MEP2 TOR yeast 95.8, RPL19A TOR yeast 102.7, AGP1-GFP MLPCN 88.0, GASC-1 inh -26.1, LAP4 TOR yeast 76.3 and VLA-4 inh -9.2.

A draw from above in order of molar mass, lowest first.
Screening Cc1ccc(-c2nnc(Cc3ccc([N+](=O)[O-])cc3)o2)cc1 returned CIT2 TOR yeast 88.6, GRK2 inh 0.0, MEP2 TOR yeast 107.1, RPL19A TOR yeast 102.4, AGP1-GFP MLPCN 109.5, GASC-1 inh -3.7, LAP4 TOR yeast 107.1 and VLA-4 inh -17.5.
Cc1ccc(-c2nnc(Nc3ccc(CC(N)=O)cc3)c3ccccc23)cc1S(=O)(=O)NCCO was read as CIT2 TOR yeast 101.4, GRK2 inh 6.0, MEP2 TOR yeast 92.2, RPL19A TOR yeast 95.5, AGP1-GFP MLPCN 117.3, GASC-1 inh 5.6, LAP4 TOR yeast 84.5 and VLA-4 inh 7.7.
Screening COc1cccc(-n2c(CN3CCN(c4ccc(C)cc4)C(C)C3)nc3ccc([N+](=O)[O-])cc3c2=O)c1 (stereo not drawn) returned CIT2 TOR yeast 105.4, GRK2 inh 1.0, MEP2 TOR yeast 106.6, RPL19A TOR yeast 103.2, AGP1-GFP MLPCN 102.0, GASC-1 inh -1.3, LAP4 TOR yeast 93.4 and VLA-4 inh 7.8.

Source: PubChem BioAssay
